# V-ATPase pHluor: alters yeast V-ATPase proton transport. S. cerevisiae, pHLuorin cytosolic pH fluorescence. response, % at 10 µM. 0.37% of 350,000 active; in the data active = response mostly above about 7.3%, no sharp cut-off; inactive = mostly below about 5.4%; note: actives read high; inactives centre near 0; some compounds called inactive have numbers as strong as hits; reference of the scale not given here
# Keap1-Nrf2 PPI: Keap1-Nrf2 (human) interaction inhibition | Q14145 | inhibition, % at 9.4 µM | Keap1 Kelch-Nrf2 peptide fluorescence polarization, 1536-well | 0.15% of 340,000 active | AID 504523; in the data active = inhibition above about 12%;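 note: human Keap1 Kelch domain with fluorescein labeled Nrf2 9mer peptide probe; 0% = neutral control wells and 100% = peptide positive control; higher means more block of Keap1 binding to Nrf2 peptide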
# MOR-DOR inv ag: mu-delta opioid heterodimer inverse agonism; P35372+P41143; cell-based MOR-DOR heterodimer luminescence; inhibition, % at 9.3 µM; 0.21% of 340,000 active; AID 504357; in the data active = inhibition above about 22%, passing the limit was not always enough;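 note: 0% = cells with DMSO and 100% = wells without cells with DMSO; values of inactives mirror those of a sister screen read the other way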
# Target sequence (P35372 whole entry, looked up): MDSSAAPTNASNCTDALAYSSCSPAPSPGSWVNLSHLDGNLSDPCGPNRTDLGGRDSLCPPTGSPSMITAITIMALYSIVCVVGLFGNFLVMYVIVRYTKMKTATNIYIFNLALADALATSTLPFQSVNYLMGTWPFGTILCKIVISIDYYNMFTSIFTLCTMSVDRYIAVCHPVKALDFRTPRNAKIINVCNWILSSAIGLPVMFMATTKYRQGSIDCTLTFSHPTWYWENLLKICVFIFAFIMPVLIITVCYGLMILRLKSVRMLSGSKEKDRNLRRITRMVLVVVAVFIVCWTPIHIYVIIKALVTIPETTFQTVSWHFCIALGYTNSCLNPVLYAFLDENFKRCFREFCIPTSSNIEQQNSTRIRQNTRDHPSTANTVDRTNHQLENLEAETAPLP
# Target sequence (P41143 whole entry, looked up): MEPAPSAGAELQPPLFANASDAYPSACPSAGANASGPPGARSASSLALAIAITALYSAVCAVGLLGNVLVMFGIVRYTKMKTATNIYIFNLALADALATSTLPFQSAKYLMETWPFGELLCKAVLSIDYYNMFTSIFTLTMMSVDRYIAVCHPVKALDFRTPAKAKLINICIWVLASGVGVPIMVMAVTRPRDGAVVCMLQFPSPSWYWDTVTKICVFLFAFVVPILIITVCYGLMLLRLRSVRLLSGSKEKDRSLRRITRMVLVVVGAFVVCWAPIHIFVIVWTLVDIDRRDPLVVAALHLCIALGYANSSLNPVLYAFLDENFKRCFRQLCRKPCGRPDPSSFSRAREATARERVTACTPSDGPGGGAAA
# Pemphigus Ab inh: blocks pemphigus antibody binding to human desmoglein-3 | DSG3-coupled beads, scFv-anti-DSG3-GFP binding, flow cytometry; hits give low values | binding (percent of control), % at 10 µM | 0.48% of 310,000 active | AID 588358;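 active = binding more than 3 SD below its plate's average and above zero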;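 note: hits lower antibody fragment binding to DSG3; some compounds called inactive have numbers as strong as hits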
# Wnt act: activates Wnt/beta-catenin signaling in a reporter cell assay; activator, plate reader; activation, % at 9.35 µM; 1.2% of 300,000 active; in the data active = activation above about 30%, passing the limit was not always enough;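 note: 0% = neutral control wells and 100% = positive control wells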
# OPRM1-OPRD1 ag: agonists of human mu-delta opioid receptor heterodimerization; P35372+P41143; cells, OPRM1-OPRD1 heterodimerization, luminescence; activation, % at 9.3 µM; 0.3% of 340,000 active; AID 504326; in the data active = activation above about 18%;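 note: 0% = vehicle-treated cells and 100% = reference agonist; values of inactives mirror those of a sister screen read the other way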
# Arrestin-AP2 inh: blocks beta-arrestin peptide binding to AP2 adaptin; FITC-arrestin peptide / GST-AP2 beads, flow cytometry; AP2 beta2 appendage carries R879A mutation; inhibition, % at 10 µM; 0.31% of 340,000 active; AID 504490;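 active = inhibition above a set limit, near 3 SD of compounds lacking own fluorescence, cut at about 54% in these data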;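 note: plate controls were DMSO wells for no effect and 5 µM unlabelled arrestin peptide for full effect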
#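 Material – AP2 appendage R879A on GSH beads · Buffer or medium – PBS with 0.05% Tween 20 and 0.1% BSA · Probe or stimulus – fluorescein-tagged arrestin peptide at 50 nM final · Incubation – compound with beads 12 min RT, then probe 1 h RT · Detection – high-throughput flow cytometry of beads, ex 488, em 535 nm · Evaluation – percent response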
# Cardiac RTF inh: cardiac RTF calcium desensitization; IANBD-labeled cardiac RTF, Ca2+ fluorescence; 0.12% of 340,000 active; inhibition, % at 7.15 µM;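 active = inhibition above the mean inhibition of all tested compounds plus 3 SD, cut at about 17% in these data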;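 note: assay run at fixed EC70 calcium of 1.6 mM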
# C-LANA FP: blocks KSHV LANA C-terminal domain binding to DNA; inhibition, % at 9 µM; AID 504423; MBP-C-LANA/FAM-LBS DNA binding, fluorescence polarization; 0.078% of 340,000 active;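 active = highest replicate inhibition at or above 60% at 9 µM, even if other replicates fall short; inactive = all replicates below 60% inhibition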;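 note: 0% = neutral control wells and 100% = 4 µM acridine orange control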
# RTF Ca sens act: increases calcium sensitivity of human cardiac regulated thin filaments | activation, % at 7.2 µM | P19429+P45379 | IANBD-labeled TnC RTF fluorescence at EC20 calcium; 0% EC20 calcium, 100% full calcium | 0.24% of 340,000 active;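 active = activation above the mean over all tested compounds plus 3 SD, cut at about 30% in these data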;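 note: rise in fluorescence read as greater calcium sensitivity of cardiac thin filaments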
# * hit, by the source's call; . = no result given.
SMILES,V-ATPase pHluor,Keap1-Nrf2 PPI,MOR-DOR inv ag,Pemphigus Ab inh,Wnt act,OPRM1-OPRD1 ag,Arrestin-AP2 inh,Cardiac RTF inh,C-LANA FP,RTF Ca sens act
O=C1N=c2ccccc2=C1c1sc(=S)n(Cc2ccccc2Cl)c1O,0,0,-51,.,-3,10,8,-4,1.9,-11
CC(Sc1nc(N)c(NC(=O)c2ccc(Br)o2)c(=O)[nH]1)C(=O)O (centres undefined),1,-3,17,102,-2,-3.3,-4,-3,0.9,-2
CCC(=O)Nc1sc(Cc2ccccc2)c(C)c1C(N)=O,-2,5,7,104,0,-1.2,-10,8,1.1,-5
CCCCN(CC)CCCNC(=O)CC1Nc2ccccc2NC1=O (centres undefined),0,-6,2,106,.,-0.3,-1,-1,8.8,3
C/C(Cn1ncc(N2CCOCC2)c(Cl)c1=O)=N\O,-3,-3,7,102,-4,-1.7,-13,-6,-2.7,5
O=C(COC(=O)CC1CC2CCC1C2)Nc1ccc(Cl)c(S(=O)(=O)N2CCOCC2)c1 (centres undefined),1,-1,-20,106,-4,5.1,13,-9,-2.1,2
CCOCC(=O)N1CCCC(C(=O)OCC)C1 (centres undefined),-1,6,9,105,-2,-2.1,-6,0,-0.3,-3
COc1cccc(C(=O)N(C)Cc2c(C)nn(C3CCS(=O)(=O)C3)c2C)c1 (centres undefined),0,-5,6,.,-1,-1.6,3,-5,-1.7,-3
O=C1c2cccc3cccc(c23)C(=O)N1Cc1cccnc1,-1,3,17,.,-1,-3.5,-5,-3,-1.3,-3
O=C(CSc1nnnn1-c1ccc(F)cc1)NC1CCCCC1,-3,0,5,101,-3,-1.0,12,-7,2.2,0
O=C1[C@H](Cc2ccccc2)NCC=CC[C@@H](c2ccc(Cl)cc2)N1Cc1ccccc1,-1,-3,-28,101,-7,5.2,26,-9,0.6,-7
C(=N\Nc1nn[nH]n1)/c1ccccc1,3,-1,19,104,-1,-3.4,3,-3,2.4,2
O=C1CC(c2ccccc2)CC(O)=C1C=NCc1ccncc1 (centres undefined),-2,-1,4,98,-3,-0.7,3,2,0.1,-5
COc1cccc(-n2cc(C(=O)NCCCOC(C)C)c3ccccc3c2=O)c1,-2,-6,12,103,0,-2.5,28,4,120*,-2
C1CN(c2nc3nonc3nc2N2CCSCC2)CCO1,2,-3,10,102,-1,-1.9,7,-4,-1.0,-2
CC1(C)OC(=O)C(=CNc2ccc(F)cc2)C(=O)O1,2,-2,15,.,0,-2.8,24,0,0.6,1
CCCCn1c(CCC(=O)O)nc2cc(S(=O)(=O)N(C)C)ccc21,5,-3,-4,.,-2,0.9,1,-3,-1.9,3
O=C(C1CCN(S(=O)(=O)c2ccc(F)cc2)CC1)N1CCCC(C(F)(F)F)C1 (centres undefined),1,1,14,.,1,-2.6,4,-8,-1.4,3
COc1ccc(-c2ccc3c(c2)S(=O)(=O)c2cccc(C(=O)NCCOc4ccccc4Cl)c2C3=O)cc1OC,5,-7,-11,94,-12,2.0,-7,-5,-0.6,-3
O=C1CS/C(=N/N=C/c2ccco2)N1Cc1ccc(F)cc1,2,.,.,103,4,.,-1,.,.,.
CCN(CC)S(=O)(=O)c1cccc(C(=O)N/N=C/c2cc(OC)c(O)c(OC)c2)c1,-3,0,-2,99,1,0.3,60*,5,1.1,-1
CCn1cc([N+](=O)[O-])nc1C,7,2,11,80,.,-2.1,1,3,1.4,3
O=C(NCc1ccc(F)cc1)c1cccc2c1C(=O)c1ccc(N3CCC(Cc4ccccc4)CC3)cc1S2(=O)=O,-4,0,9,148,-2,-1.6,13,-441,28,232*
COCCn1c(SCC(=O)NNC(=O)Cc2ccccc2)nc2ccccc2c1=O,-2,1,14,103,-24,-2.9,26,-10,-0.6,4
NC(=O)C1CCN(C(=O)c2cc(Cl)c3c(c2)OCCO3)CC1,-1,-3,17,110,-2,-3.5,21,-2,0.1,-5
CC(C)(C)NC(=O)NC(=O)COC(=O)C1(C)CC1(Cl)Cl (centres undefined),-1,1,18,84,1,-3.6,19,-6,-0.2,-3
COc1ccc2[nH]cc(C(=O)CNc3nc(C)cs3)c2c1,2,-5,11,92,42*,-1.9,-7,-5,-1.5,-6
OCCN1CCN(Cc2cccc(Oc3ccc(Cl)cc3)c2)CC1,4,-2,-3,95,-12,0.6,3,-2,0.8,3
CCCOC(=O)c1ccc(NC(=O)c2ccc(Br)o2)cc1,-7,-5,-4,104,6,0.8,9,5,-0.3,5
Cc1cc2c(nn1)CCc1c-2no[n+]1[O-],-1,-5,14,101,-2,-2.8,-22,-3,-0.6,3

# Compound profiles, as listed above. Screens in order: V-ATPase pHluor	Keap1-Nrf2 PPI	MOR-DOR inv ag	Pemphigus Ab inh	Wnt act	OPRM1-OPRD1 ag	Arrestin-AP2 inh	Cardiac RTF inh	C-LANA FP	RTF Ca sens act
# `CCn1cc([N+](=O)[O-])nc1C` across the screens: 7	2	11	80	.	-2.1	1	3	1.4	3
# `CC(C)(C)NC(=O)NC(=O)COC(=O)C1(C)CC1(Cl)Cl` (centres undefined) across the screens: -1	1	18	84	1	-3.6	19	-6	-0.2	-3

# The listing continues.
SMILES,V-ATPase pHluor,Keap1-Nrf2 PPI,MOR-DOR inv ag,Pemphigus Ab inh,Wnt act,OPRM1-OPRD1 ag,Arrestin-AP2 inh,Cardiac RTF inh,C-LANA FP,RTF Ca sens act
N#Cc1cc(Oc2ccc3ccccc3c2)c(-n2nnc3ccccc32)cc1C#N,0,-3,-1,97,.,0.1,-1,-4,1.8,3
O=C(N/N=C/c1ccc2c(c1)OCO2)C1COc2ccccc2O1 (centres undefined),-1,2,6,98,5,-1.0,-9,0,-0.4,1
C=CCNC(=O)c1ccc(Sc2ccccc2)c([N+](=O)[O-])c1,0,-5,4,.,.,-0.9,7,-5,4.3,0
C/C(=N\NC(N)=O)C1CC(Cc2ccccc2)C(=O)O1 (centres undefined),-1,-4,1,108,0,-0.2,11,-3,0.8,0
Cc1ccccc1NC(=O)c1ccc(CN2CC(=O)N3CCCCC3C2=O)cc1 (centres undefined),6,-3,11,101,-1,-1.8,2,-7,-0.3,6
COC(=O)CSc1nc(C)c2c(n1)CCCC2,1,-2,8,99,0,-1.6,-5,-3,0.3,1
Cc1ccc(C(=O)Nc2ccc(O)cc2C(=O)O)cc1,1,0,0,104,.,0.0,-3,-6,0.5,2
CC(=O)c1cccc(NC(=O)c2ccc3ccccc3c2)c1,3,-6,5,98,27,-1.2,-8,-9,-1.5,1
CCNc1ccccc(-c2ccc3ccccc3n2)c1=O,2,-1,3,117,1,-0.5,6,-20,1.0,4
Cc1cc(SCNC(=O)c2ccccc2)nc(C(C)C)n1,5,1,-2,100,-3,0.4,47,-9,-0.6,0
Cc1onc(-c2c(Cl)cccc2Cl)c1C(=O)Nc1ccc(C(N)=O)cc1,-1,-3,11,102,2,-2.1,-1,4,-0.3,-5
COc1ccc(C)cc1NC(=O)c1cc2ccccc2cc1OCC(=O)NCc1ccco1,0,-3,8,76,-6,-1.3,-5,-4,-1.0,2
NC(=O)Cc1ccc(C(=O)c2ccc(F)cc2)s1,-3,5,10,75*,2,-2.0,-6,-11,0.6,-2
CCOC(=O)c1c(C)[nH]c(C)c1C(=O)COC(=O)[C@@H](NC(=O)c1ccco1)C(C)C,3,-4,3,94,-4,-0.6,-6,-2,-0.7,-1
Cc1cc(C)nc(CCNC(=O)c2cc(COc3ccc(F)cc3F)on2)n1,-1,-1,2,82,0,-0.3,11,-20,-0.4,-3
COc1cccc(/C=C2/C(=O)NN(c3ccc(Br)cc3)C2=O)c1O,-7,-2,21,118,2,-4.0,13,-6,-0.1,3
O=C(CN1CCCCCC1)Nc1c(Cl)cc(Cl)cc1Cl,0,-5,-2,93,10,0.5,14,6,2.5,-6
c1coc(Cn2c(-c3ccco3)nc3ccccc32)c1,-1,-1,-8,104,.,1.4,26,-20,7.5,-5
Cn1nc(-c2ccc(Cl)cc2)c2cc(C(=O)NCCN3CCOCC3)sc21,-2,-1,-15,111,-2,2.9,3,-3,-1.9,9
COc1ccccc1NC(=O)C1=C(C)Nc2nnnn2C1c1ccccc1OC (centres undefined),0,-3,9,.,.,-2.2,4,-3,0.2,-2
C#CCOc1ccc(Br)cc1C(c1c(C)[nH][nH]c1=O)c1c(C)[nH][nH]c1=O,0,-2,7,120,-2,-1.5,-3,-3,-0.4,-1
COc1ccccc1C1CCCN1Cc1nc(-c2ccc(C)s2)oc1C (centres undefined),0,-8,10,117,-1,-2.1,-8,6,-1.6,-4
COc1ccc(C2=CN(Cc3ccccc3)CCC2=O)cc1,-6,-4,-4,100,8,0.7,0,-8,-1.7,-2
COc1cc(C(=O)Nc2ccc3c(c2)ncn3C(C)(C)C)cc(OC)c1OC,2,2,7,111,23,-1.5,3,1,-0.1,-3
Cc1csc(NC(=S)Nc2cccc(Cl)c2)n1,-1,-1,-1,96,24,0.2,-9,-21,-0.4,-5
CCN1C[C@@H]2[C@@H]3C(=O)N(C)C(=O)[C@@H]3[C@](Cc3ccccc3)(C1=O)N2C(=O)c1ccccc1,3,-2,12,101,1,-2.0,.,5,1.4,2
COc1ccc(CCNc2c(N)n(Cc3ccccc3)c(=O)[nH]c2=O)cc1OC,1,-1,11,104,.,-2.5,22,-3,5.1,-3
Cc1ccc(N2C(=O)/C(=C\c3ccc(C(C)C)cc3)N=C2SC2CCOC2=O)cc1 (centres undefined),-1,-2,-5,106,-3,0.9,8,-1,-0.9,-3
O=[N+]([O-])c1ccc(N2CCN(c3cccc(Cl)c3)CC2)cn1,1,0,14,96,-1,-2.7,24,-10,0.0,-9
C=CCN(CC=C)C(=O)C1CCN(Cc2ccc(OCc3ccccc3)cc2)CC1,2,-1,4,119,-1,-0.9,-3,-1,-1.8,-4
CCOC(=O)c1c(NC(C)=O)sc2c(O)cccc12,4,-4,-5,101,-1,1.1,0,-2,0.0,-3
O=C(c1ccccc1O)N1N=C(c2ccccc2)CC1(O)C(F)(F)F (centres undefined),0,-6,-30,114,10,4.2,-1,-14,1.0,-7
COCCCN=C1NN=C(c2cc(C)n(Cc3ccccc3Cl)c2C)CS1,0,-5,7,112,-1,-1.5,-3,-8,-1.0,5
COc1ccc(CNC(=O)CCCn2nc(C)c3c(C)n(-c4ccccc4)nc3c2=O)cc1,3,-1,10,92,-1,-1.9,5,1,-1.2,0
Cc1ccc(C(=O)N/C(=C\c2cccs2)c2nc3ccccc3[nH]2)cc1,-2,-5,20,102,-1,-3.6,29,9,-0.1,-2
COc1cccc(/C=C/C(=O)OCC(=O)c2c[nH]c3ccccc23)c1OC,0,-9,-11,115,0,2.1,20,-10,0.4,2
O=C(CNc1cccc2ccccc12)N/N=C/c1ccccn1,-4,.,.,88,1,.,6,.,.,.

# Records listed so far that bear a hit mark in Pemphigus Ab inh:
SMILES	V-ATPase pHluor	Keap1-Nrf2 PPI	MOR-DOR inv ag	Pemphigus Ab inh	Wnt act	OPRM1-OPRD1 ag	Arrestin-AP2 inh	C-LANA FP	RTF Ca sens act
NC(=O)Cc1ccc(C(=O)c2ccc(F)cc2)s1	-3	5	10	75*	2	-2.0	-6	0.6	-2

# Source: PubChem

# Compounds as they come, and some 3.1% of all compounds hit somewhere here.
